# OX1R FRET antag: antagonists of human orexin 1 receptor (OX1R); Orexin/Hypocretin receptor type 1 (Homo sapiens), O43613; OX1R-expressing cells, FRET antagonist read-out; inhibition, % at 6.6 µM; 330,000 compounds, 1.8% hits; in the data active means inhibition mostly above about 38%, no sharp cut-off; inactive means mostly below about 40%;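 further: 0% = agonist challenge alone and 100% = reference antagonist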
# Target sequence (O43613 whole entry, looked up): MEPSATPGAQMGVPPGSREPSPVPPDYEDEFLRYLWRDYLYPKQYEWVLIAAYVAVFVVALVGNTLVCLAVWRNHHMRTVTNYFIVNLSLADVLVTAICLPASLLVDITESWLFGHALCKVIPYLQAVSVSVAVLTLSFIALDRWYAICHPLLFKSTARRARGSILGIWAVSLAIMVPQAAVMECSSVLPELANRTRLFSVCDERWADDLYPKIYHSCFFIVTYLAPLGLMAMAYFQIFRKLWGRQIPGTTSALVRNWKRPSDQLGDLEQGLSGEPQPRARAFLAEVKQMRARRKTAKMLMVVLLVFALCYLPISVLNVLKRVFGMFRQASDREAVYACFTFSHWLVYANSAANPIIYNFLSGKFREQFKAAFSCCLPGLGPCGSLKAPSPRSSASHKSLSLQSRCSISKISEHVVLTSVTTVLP
# STK33 inh: inhibitors of purified STK33 kinase, primary screen, biochemical, ADP-Glo luminescence, homogeneous, cell-free | MBP phosphorylation | inhibition, % at 10 µM | 320,000 compounds, 0.073% hits | AID 2661, 2010;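 active means inhibition at or above 25%, using the most active replicate where run in duplicate; inactive means inhibition below 25%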
# Target sequence (Q9BYT3 whole entry, looked up): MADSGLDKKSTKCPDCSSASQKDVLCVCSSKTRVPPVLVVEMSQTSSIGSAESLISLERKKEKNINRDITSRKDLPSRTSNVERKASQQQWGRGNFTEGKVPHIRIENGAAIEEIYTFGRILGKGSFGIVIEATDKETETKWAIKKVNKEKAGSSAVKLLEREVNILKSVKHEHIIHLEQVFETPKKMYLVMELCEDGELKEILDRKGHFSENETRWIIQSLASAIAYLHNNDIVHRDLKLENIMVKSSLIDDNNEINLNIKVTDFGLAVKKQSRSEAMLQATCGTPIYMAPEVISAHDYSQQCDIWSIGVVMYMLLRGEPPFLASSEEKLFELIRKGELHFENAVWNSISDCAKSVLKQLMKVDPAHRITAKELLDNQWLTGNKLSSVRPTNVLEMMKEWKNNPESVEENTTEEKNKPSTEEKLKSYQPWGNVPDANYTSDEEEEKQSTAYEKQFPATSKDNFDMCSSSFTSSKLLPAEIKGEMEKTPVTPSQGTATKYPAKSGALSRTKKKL
# Starred values were filed as active, the others as inactive; / = no result given; & = joins results of further samples.
# The first 6 compounds, to show the layout:
Molecule | OX1R FRET antag | STK33 inh
O=c1/c(=C/c2ccccn2)sc2nc3ccccc3n12 | 13 | /
Cc1cccc(NC(=O)CC2Nc3cccc4cccc(c34)NC2=O)c1 (configuration not stated) | 19 | 0.0
Cc1cc(C)c(C#N)c(N2CCOCC2)n1 | -2 | -1.1
CCCCn1cc([N+](=O)[O-])nc1C | 7 | -1.4
Cc1cc(O)c(C(C)C)cc1N=Cc1cc([N+](=O)[O-])ccc1O | 16 | -2.0
CCc1ccc(CNCCSc2nnnn2C)cc1 | 3 | -0.5

# The whole of this part (from the top)
Molecule | OX1R FRET antag | STK33 inh
O=c1/c(=C/c2ccccn2)sc2nc3ccccc3n12 | 13 | /
Cc1cccc(NC(=O)CC2Nc3cccc4cccc(c34)NC2=O)c1 (configuration not stated) | 19 | 0.0
Cc1cc(C)c(C#N)c(N2CCOCC2)n1 | -2 | -1.1
CCCCn1cc([N+](=O)[O-])nc1C | 7 | -1.4
Cc1cc(O)c(C(C)C)cc1N=Cc1cc([N+](=O)[O-])ccc1O | 16 | -2.0
CCc1ccc(CNCCSc2nnnn2C)cc1 | 3 | -0.5
CCc1nccn1C(=O)c1cnn2c(C(F)F)cc(-c3ccccc3)nc12 | 66* | -1.9
CCOC(=O)c1sc(NC(=O)CSc2ncccn2)nc1C | 4 | -0.7
C/C=C/c1ccc(OCCCNC)c(OC)c1 | 10 | -1.2
COc1ccc(-c2noc(COc3ccccc3OC)n2)cc1OC | 47* | -1.4
Cc1ccc(S(=O)(=O)N2[C@@H](c3ccc(Cl)cc3)C(C(=O)O)=CC[C@H]2c2ccc(C(C)C)cc2)cc1 | 16 | 0.0
CCC(=O)Nc1cccc(NC(=O)c2cccc([N+](=O)[O-])c2C)c1 | 14 | 8.1
O=C(NCCc1nc2ccccc2[nH]1)/C(=C/c1ccc2c(c1)OCO2)NC(=O)c1ccccc1Cl | 36 | 1.9
Cc1ccc(S(=O)(=O)/N=C(/c2ccccc2)N2CCOCC2)cc1 | 7 | 0.6
C=CCn1c(SCc2ccc(Cl)c(Cl)c2)nnc1C(CO)NC(=O)c1ccc(OC)cc1 (configuration not stated) | -12 | -4.2
Cc1nnc2n(Cc3ccccc3)c(=O)c3c4c(sc3n12)COC(C(C)C)C4 (configuration not stated) | 15 | 0.1
COc1ccc(N2CCN(C(=O)CSc3nnc4ncccn34)CC2)cc1 | 2 | 0.0
COc1ccc2[nH]c3c(=O)n(CCCN4CCOCC4)cnc3c2c1 | 13 | -2.2
CCC(C)C(=O)Nc1nc(C)c(-c2csc(Nc3cc(Cl)ccc3OC)n2)s1 (configuration not stated) | 29 | 0.8
N#Cc1ccccc1Oc1ccc(S(=O)(=O)N2CCCCC2)cn1 | 5 | 1.3
C/C(=N/NC(=O)CNc1ccc(C)cc1)c1ccc(Br)s1 | 14 | -0.9
Cc1ccc(SCCC(=O)Nc2ccccc2C(=O)N2CCOCC2)cc1 | 21 | 0.2
CCCCCCC(=O)Nc1nc(C)c(-c2csc(Nc3cccc(OC)c3)n2)s1 | 19 | -0.3
CCc1c(C#N)sc(C(N)=O)c1CC | -3 | -0.4
Nc1ccc(S(=O)(=O)N2CCc3ccccc32)cc1 | 16 | -1.3

# Arranged by value in OX1R FRET antag (smallest number first): some entries from above.
molecule	OX1R FRET antag	STK33 inh
N#Cc1ccccc1Oc1ccc(S(=O)(=O)N2CCCCC2)cn1	5	1.3
COc1ccc2[nH]c3c(=O)n(CCCN4CCOCC4)cnc3c2c1	13	-2.2
Cc1ccc(S(=O)(=O)N2[C@@H](c3ccc(Cl)cc3)C(C(=O)O)=CC[C@H]2c2ccc(C(C)C)cc2)cc1	16	0.0
O=C(NCCc1nc2ccccc2[nH]1)/C(=C/c1ccc2c(c1)OCO2)NC(=O)c1ccccc1Cl	36	1.9
CCc1nccn1C(=O)c1cnn2c(C(F)F)cc(-c3ccccc3)nc12	66*	-1.9

# (next part)
Molecule | OX1R FRET antag | STK33 inh
Cc1[nH][nH]c(=O)c1C(c1ccc(-c2ccccc2C(=O)O)o1)c1c(C)[nH][nH]c1=O | 50* | -1.6
COC(=O)c1nnn(-c2nc(N3CCOCC3)nc(N3CCOCC3)n2)c1C | 25 | -0.9
O=C(Nc1ncccc1O)c1ccc(S(=O)(=O)Nc2ccccc2)cc1 | 17 | -0.4
CSc1nnc(CNS(=O)(=O)c2ccc(Br)cc2)n1C | 6 | -2.5
COc1cc(OC)cc(C(=O)NNc2nc3cc4c(cc3s2)OCO4)c1 | 2 | -0.4
COc1cccc(/C=N/Nc2ncnc(Cl)c2N)c1O | 54 | -1.0
COc1ccc(NC(=O)Nc2nnc(-c3cccs3)s2)cc1 | 53 | -1.2
O=C(COC(=O)c1cccc(S(=O)(=O)NCc2ccccc2)c1)NC1CC1 | 3 | -0.3
CC(C)NC(=O)C1CCN(C2CCN(C(=O)c3ccc4cccc(F)c4n3)CC2)CC1 | 16 | 0.4
CN(Cc1ccccc1)C(=O)c1cccc(NC(=O)C2CCCN(C(=O)OC(C)(C)C)C2)c1 (configuration not stated) | 16 | -0.6
Cc1ccc(Nc2nc3ccccc3n3cnnc23)c(Cl)c1 | -6 | -0.2
Cc1ccc(Cn2c(N3CCCCCC3)nc3c2c(=O)[nH]c(=O)n3C)cc1 | 29 | -0.3
CCNc1c(C(=O)O)ccc2c1C(=O)c1ccccc1C2=O | 97* | 17
CN(C)c1ccc(-c2nc3cnccn3c2Nc2ccc3c(c2)OCCO3)cc1 | 7 | -0.9
CC1(C(=O)NNC(=O)C2CCCCC2)CC1(Cl)Cl (configuration not stated) | 2 | -1.7
COc1ccc(C2C3C=CCC(c4cccc(-c5ccc(C)cc5)c4)C3C(=O)N2Cc2ccccc2)cc1Cl (configuration not stated) | 18 | -0.3
CCOC(=O)Cc1csc(N)n1 | 9 | 1.8
Clc1ccc(Nc2cc(-c3ccccc3)nc3ncnn23)cc1 | 0 | -0.9
OC(Cn1cncn1)c1ccc(Cl)cc1 (configuration not stated) | 16 | -1.3
CCOP(=O)(c1ccccc1)c1nc(-c2ccccc2C)oc1NCc1ccccc1 (configuration not stated) | 14 | -2.3
COc1ccc(-c2cc(C(=O)O)c3ccccc3n2)c(OC)c1 | 15 | -0.2
c1ccc2oc(-c3csc(NCC4CCCO4)n3)cc2c1 (configuration not stated) | 16 | -1.5
CC(=O)NC(CC(=O)OCC(=O)NCCc1ccccc1)c1ccccc1 (configuration not stated) | 0 | -0.1
O=C(CN1C(=O)COc2ccccc21)NNC(=O)Nc1ccccc1F | 6 | 0.7
Cc1cc(C)cc(-n2c(C)cc(C(=O)CSc3nnnn3C)c2C)c1 | 10 | -1.8
CCN(CC)c1ccc(CN(C(=O)c2cc(OC)c(OC)c(OC)c2)C2CCS(=O)(=O)C2)cc1 (configuration not stated) | 13 | 0.2
COc1ccccc1CNC(=O)C(C)Oc1ccccc1 (configuration not stated) | 3 | -0.4
O=C1C2CC=C(Cl)CC2C(=O)N1CNc1ccccn1 (configuration not stated) | 14 | -0.6
C#CCOc1ccc(/C=C2/C(=O)ON=C2C)cc1Cl | -3 | 0.6
COc1ccccc1-c1csc(NC(=O)c2cc(-c3cccs3)nc3ccccc23)n1 | 20 | -1.8
N#C/C(=C\c1ccc(O)cc1)C(=O)NCc1cccc(Cl)c1 | 1 | 11
O=C1c2cccc3cccc(c23)C(=O)N1/N=C/c1ccc(O)cc1O | 99* | -0.8
COC(=O)c1ccccc1C(=O)N1CCOCCOCCOCC1 | 11 | 0.5
CCc1ccccc1NC(=O)NC(C)c1ccc2c(c1)OCO2 (configuration not stated) | 19 | -0.7
Cc1ccccc1N=C(NO)c1cccnc1 | 3 | -0.3
COc1ccc2[nH]c(=O)c(CN(CCc3ccccc3)Cc3nnnn3CC3CCCO3)cc2c1 (configuration not stated) | 33 | -0.8
COC(=O)c1c2c(nc3ccccc13)CCC2 | 2 | -0.1
O=C(COc1ccccc1)Nc1nc(-c2cccs2)cs1 | 23 | -0.8
Cc1onc(-c2ccccc2Cl)c1C(=O)Nc1c(C)n(C)n(-c2ccccc2)c1=O | 13 | -1.1
COc1cccc2sc3ccc(C#CC4(O)CCCCC4)cc3c(=O)c12 | 11 | -1.8
Cc1ccc(CN(C)Cc2cc(=O)oc3cc(C)c(Cl)cc23)cc1 | 3 | 2.0
CC1(C)CC(=O)c2cnc3c(C#N)cnn3c2C1 | 12 | -3.9
CC(=O)/C(=N/Nc1ccc(Br)cc1)N1CCCc2ccccc21 | 18 | 0.9
O=C(CN1CCCC1)N/N=C/c1ccc(-c2cccc(Cl)c2)o1 | 23 | 1.1
COc1ccc(C(=O)NCCCCc2ccccc2)cc1 | 12 | 1.0
COc1ccc(NC(=O)c2cccc(OC(=S)N3CCOCC3)c2)cc1 | 11 | -0.4
CCOc1ccccc1O[C@H](c1ccccc1)[C@H]1CNCCO1 | 5 | 0.5
CCN(C(=O)C1=COCCO1)c1nc2c(C)cccc2s1 | 27 | -1.0
O=C(NCc1ccc2c(c1)OCO2)c1cccc(S(=O)(=O)N2CCCCC2)c1 | 4 | -0.8
CNC(C)C#Cc1ccc2oc3cc(C)c(C)cc3c(=O)c2c1 (configuration not stated) | 44 | -0.1

# Further entries
Molecule | OX1R FRET antag | STK33 inh
Cc1cccc(NC(=O)c2cnn3ccccc23)c1C | 9 | -3.0
COc1ccc(Cl)c2sc(N3CCN(C(=O)C4=COCCO4)CC3)nc12 | 14 | 0.0
O=C(CO/N=C/c1ccccc1O)NNC(=O)c1ccccc1Cl | 6 | -0.8
O=C(Cn1ccc2ccccc2c1=O)Nc1ccc2c(c1)OCO2 | 9 | -1.4
Cc1ccc(-c2csc(NC(=O)CN3CCOCC3)n2)cc1 | 12 | -1.8
O=C(CSc1nnc(COc2ccccc2)n1Cc1ccco1)c1ccc(F)cc1 | 19 | 0.0
O=C(c1ccc(Br)c([N+](=O)[O-])c1)N1CCN(Cc2ccccc2)CC1 | 15 | -1.7
O=C(CSc1ccc2c(c1)OCCO2)NCC1CCCO1 (configuration not stated) | 14 | -1.3
Cc1ocnc1C(=O)Nc1ccc(Cl)cc1 | 10 | 7.2
c1ccc2[nH]c(-c3ccnc4ccccc34)nc2c1 | 27&13 | 5.8&9.7
O=C(CN1C(=O)NC2(CCCC2)C1=O)NCCN1C(=O)S/C(=C\c2ccccc2F)C1=O | 51* | 5.2
CCOc1ccc2nc(Nc3nc(CSc4nnnn4-c4ccccc4)cc(=O)[nH]3)nc(C)c2c1 | 6 | 3.2
O=S(=O)(NCCC(c1ccc(F)cc1)c1ccco1)c1ccccc1 (configuration not stated) | 8 | -0.2
CCOC(=O)c1cnc2cc(C)nn2c1C | 20 | -1.6
NC(=O)C1CCN(C(=O)c2cccc3ccccc23)CC1 | 3 | -0.6
CCC(=O)N1CCN=C1SCc1cc(C)ccc1C | 16 | -1.4
S=c1[nH]nc(COc2cccc3ccccc23)n1Cc1ccccc1 | 19 | 4.1
O=C(CN1CCN(S(=O)(=O)c2ccc(Br)cc2)CC1)N/N=C/c1cccnc1 | 4 | -4.3
CC(=O)N1CCCc2cc(S(=O)(=O)N3CCCC(C(=O)Nc4ccccc4C)C3)ccc21 (configuration not stated) | 6 | -3.7
COc1cc2c(cc1NC(=O)/C=C/c1cc(OC)c(OC)c(OC)c1)oc1ccccc12 | 18 | -0.9
CCOC(=O)c1c(C)n(C)c2ccc(O)c(CN(CC)CC)c12 | 19 | -0.4
O=C(NCc1ccc2c(c1)OCO2)C1CCCN(S(=O)(=O)c2cccs2)C1 (configuration not stated) | 11 | 1.0
Cc1ccc(S(=O)(=O)N2CCC(C(=O)N[C@H](C(=O)N3CCN(C)CC3)C(C)C)CC2)cc1 | 4 | -0.6
O=C(Nc1nc2ccsc2c(=O)s1)c1ccc(F)cc1 | -1 | -0.5
CC(=O)c1cccc(NC(=O)CCn2c(=S)oc3ccccc32)c1 | 8 | -0.3
Cc1cc(-c2ccc(C(C)C)c(S(=O)(=O)NCc3ccco3)c2)on1 | 9 | 0.2
CCOC(=O)c1ccccc1NC(=O)c1cc(S(=O)(=O)N2CCOCC2)ccc1F | 34 | -1.4
O=C(CO/N=C/c1ccc(Cl)cc1Cl)NNC(=O)c1cccc(Cl)c1 | 7 | -0.2
COc1ccc(OC)c(-c2nc(C)sc2CC(=O)O)c1 | 15 | -1.8
Cc1cccc(NC(=S)NNC(=O)c2csc3c2CCC(C)C3)c1 (configuration not stated) | 6 | /
COc1ccc2c(C)cc(C)nc2n1 | -5 | -1.2
CC1CC(C)(C)Nc2ccc(OC(=O)c3ccco3)cc21 (configuration not stated) | 69* | 0.8
CC1CCN(C(=O)CCCC(=O)N2CCC(C)CC2)CC1 | 5 | -0.7
Cc1ccc([N+](=O)[O-])cc1-c1ccc(/C=N/NC(=O)c2cc3c(ccc4ccccc43)o2)o1 | 19 | -4.3
CCOc1ccc(NC(=O)c2ccc3snnc3c2)cc1 | 21 | 0.5
Cc1cccc(Cc2cnc(N3C(=N)SC(C)C3=O)s2)c1 (configuration not stated) | 32 | 0.4
CCN(CC)c1ccc(/C=N/N(c2ccccc2)c2ccccc2)c(O)c1 | 23 | -1.0
Cc1cccc(OCC(=O)Nc2cc(C)on2)c1 | 21 | -0.4
CCCc1ccc(-c2cc(C(=O)N3CCN(c4ccccn4)CC3)c3ccccc3n2)cc1 | 4 | -1.2
CC(CCOC1=NS(=O)(=O)c2ccccc21)NC(=O)C(=O)Nc1ccccc1 (configuration not stated) | 12 | -1.1
Cc1cccc(NC(=O)CCNS(=O)(=O)c2cccc3nonc23)c1C | 59 | -0.7
NC1=NC(=O)/C(=C/c2ccc(Br)cc2)S1 | -4 | 0.2
CC1CC(C)CN(C(=O)C2CCN(S(=O)(=O)c3ccc4c(c3)CC(C)N4C(=O)C3CC3)CC2)C1 (configuration not stated) | 15 | 0.4
O=C(NCC(c1ccco1)N1CCCC1)c1cc(S(=O)(=O)N2CCCCC2)ccc1Cl (configuration not stated) | 0 | -2.7
O=C1NC(c2ccccc2)Nc2c1sc(=S)n2-c1ccccc1 (configuration not stated) | 12 | -2.1
CC(C)(CO)CNC(=O)c1ccc2nc(Cc3cccc(Cl)c3)oc2c1 | 20 | -1.5
Cc1ccc(-c2nc3ccsc3c(=O)[nH]2)cc1 | 14 | -0.6

# Assay outcomes (PubChem)
